From PubChem BioAssay
D1 ag – agonists of human D1 dopamine receptor. HEK293 T-REx D1 cells, calcium flux, agonist mode. hit rate 1% among 360,000. activation, % at 2 µM. AID 504660; in the data active = activation above about 30%; note: 0% is about no effect
Target sequence (P21728 whole entry, looked up): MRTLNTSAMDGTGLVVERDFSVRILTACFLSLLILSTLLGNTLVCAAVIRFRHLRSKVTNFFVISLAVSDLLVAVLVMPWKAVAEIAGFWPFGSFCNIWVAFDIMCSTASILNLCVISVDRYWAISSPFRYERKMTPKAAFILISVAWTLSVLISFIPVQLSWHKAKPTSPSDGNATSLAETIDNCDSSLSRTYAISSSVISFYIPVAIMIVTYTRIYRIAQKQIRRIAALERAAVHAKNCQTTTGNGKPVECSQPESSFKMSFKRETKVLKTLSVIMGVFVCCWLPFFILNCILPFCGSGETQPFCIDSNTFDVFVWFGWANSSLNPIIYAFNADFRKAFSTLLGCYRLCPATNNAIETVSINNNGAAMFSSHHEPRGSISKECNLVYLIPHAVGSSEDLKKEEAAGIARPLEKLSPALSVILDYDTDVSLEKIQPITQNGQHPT
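Tetracycline-induced HEK293 TREx D1 cells, force-coupled to calcium signalling, were dye-loaded with a no-wash calcium kit. Compound was pin-added after a 10 s baseline. Fluorescence was read kinetically at 1 cycle/s for 180 s, with calcium rises flagged as agonism.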
RXFP1 antagonist – RXFP1 (human) relaxin receptor antagonism; Q9HBX9; HEK293-RXFP1, relaxin-stimulated cAMP HTRF, 30 min; active compounds read low; activity change, negative = inhibition, % at 57.5 µM; hit rate 0.59% among 350,000;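 active = activity change of -60% or lower, but not beyond a set lower limit; inconclusive = change between -60% and -40%, or beyond the set limit; inactive = change above -40%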; note: % is set by controls: 0 for no effect and ±100 for the full control effect
RXFP1 ag – agonists of human relaxin receptor RXFP1. AID 2676. Potency, µM (highest dose often 57.5 µM), for inactives: top-dose activation, most hits filed as activators. HEK293T-RXFP1 cAMP TR-FRET, 30 min; response scale: percent of porcine relaxin response, buffer zero. hit rate 0.3% among 370,000; note: potency is the fitted concentration of half-maximal effect; % is set by controls: 0 for no effect and ±100 for the full control effect; nearly all actives have a fitted effect of over 60% in size; many of its hits are not listed in these tables
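HEK293 cells stably expressing RXFP1, treated 30 min at 37C with compounds plus PDE4 inhibitor Ro 20174; cAMP measured by HTRF TR-FRET. Normalized to buffer and 29 nM porcine relaxin; EC50 by Hill fit.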
D1 antag – blocks dopamine activation of the human D1 receptor; activity change, negative = inhibition, % at 10 µM; hit rate 3.2% among 360,000; P21728; AID 504652; HEK293 TREx D1 cells, calcium flux, dopamine EC80; active compounds read low; in the data active = activity change below about -30%; note: % is set by controls: 0 for no effect and ±100 for the full control effect
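Tetracycline-induced HEK293 Trex D1 cells, force-coupled to calcium, dye-loaded; compounds added and read 180 s, then EC80 dopamine added and calcium flux tracked kinetically another 180 s.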
Glioma ERSR ind – induces the endoplasmic reticulum stress response in human glioma cells | Potency, µM, without a hit: top-dose activation, most hits filed as activators | U87-MG GRP78 promoter luciferase reporter, 16 h | hit rate 0.02% among 420,000; note: potency is the fitted concentration of half-maximal effect; series mostly up to about 76 µM; % of control where 0% means no effect; nearly all actives have a fitted effect of over 35% in size
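Stably transfected U87-MG human glioma cells carrying a GRP78-based luminescent sensor were seeded at 1000 cells/well, pin-dosed with compounds and incubated 16 h. Luciferase reagent was then added, and end-point luminescence was read after 10 min at room temperature.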
Vif-APOBEC3G blk – inhibitors of Vif-APOBEC3G interaction; Q9HC16; HeLa A3G-eYFP + Vif (tagged APOBEC3G with the HIV-1 protein that degrades it), YFP fluorescence, overnight; Potency, µM (series often up to 46.1 µM), for inactives: at the highest dose activity, negative = active, usual class: inhibitors; hit rate 0.076% among 410,000; AID 602310;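 note: potency is the fitted concentration of half-maximal effect; % is set by controls: 0 for no effect and ±100 for the full control effect; nearly all actives have a fitted effect of over 60% in size; hits raise eYFP signal because A3G escapes Vif-driven loss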
Target sequence (Q9HC16 whole entry, looked up): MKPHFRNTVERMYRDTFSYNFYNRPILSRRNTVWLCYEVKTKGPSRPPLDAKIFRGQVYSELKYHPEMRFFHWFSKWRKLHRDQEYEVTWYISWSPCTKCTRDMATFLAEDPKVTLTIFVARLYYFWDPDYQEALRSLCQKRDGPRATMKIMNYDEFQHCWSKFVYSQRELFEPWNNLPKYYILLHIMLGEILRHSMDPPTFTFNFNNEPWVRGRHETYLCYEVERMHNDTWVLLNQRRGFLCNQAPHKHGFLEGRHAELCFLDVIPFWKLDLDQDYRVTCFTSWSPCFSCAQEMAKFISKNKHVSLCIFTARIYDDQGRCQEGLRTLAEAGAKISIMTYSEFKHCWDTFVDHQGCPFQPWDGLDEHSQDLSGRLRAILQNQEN
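Read-out is eYFP fluorescence (Ex 488/Em 500-530) from Vif-expressing HeLa A3G-eYFP cells; more signal means A3G escaped Vif-mediated degradation. Cells plated overnight, compound pinned in, incubated overnight at 37 deg C.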
Vif-APOBEC3F blk – inhibitors of Vif-A3F interaction | HeLa A3F-eYFP + Vif (tagged APOBEC3F with the HIV-1 protein that degrades it), YFP fluorescence increase | Potency, µM (highest dose often 46.1 µM), without a hit: at the top dose activity, negative = active | hit rate 0.2% among 390,000 | AID 602313; note: potency is the fitted concentration of half-maximal effect; % of control where 0% means no effect; nearly all actives have a fitted effect of over 65% in size
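HeLa cells stably expressing Vif plus C-terminally eYFP-tagged A3F were seeded, incubated overnight at 37 deg C, dosed with compound, incubated overnight again at 37 deg C. Yellow fluorescence (Ex 488/Em 500-530) reported blocked Vif-mediated A3F-eYFP degradation.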
D1 PAM – potentiators of human D1 dopamine receptor | P21728 | HEK293 TREx D1 cells, calcium flux, dopamine EC20 potentiation | potentiation, % at 10 µM | hit rate 0.036% among 360,000 | AID 504651; in the data active = potentiation above about 30%; note: 0% is about no effect
D2 PAM – positively modulates the human D2 dopamine receptor allosterically; hit rate 0.34% among 340,000; HEK293 T-REx D2, calcium flux, EC20 dopamine potentiation; potentiation, % at 10 µM; AID 485347; P14416;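 active = potentiation over 3 SD above the plate norm, cut at about 30% in these data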; note: 0% is about no effect
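Potentiation of an EC20 dopamine calcium response measured kinetically over 180 s, after a preceding 180 s compound-only read flagging agonists. Cells: inducible Hek293 Trex D2 line, 4000/well, cultured overnight at 30 C before dye loading.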
* = called active by the depositor; ? = inconclusive; . = no result given. Unless noted, calls come from the whole dose curve; as a rule, active = well fitted curve in the direction sought with a large enough effect; inconclusive = small, poorly fitted or top-dose-only effect, or another doubt; inactive = no such curve, though single readings can be large; an effect the other way counts as inactive or inconclusive. The list is partial. The share of hits here may be higher or lower than overall.

Compound	D1 ag	RXFP1 antagonist	RXFP1 ag	D1 antag	Glioma ERSR ind	Vif-APOBEC3G blk	Vif-APOBEC3F blk	D1 PAM	D2 PAM
Cc1cc(NC(=O)/C=C/C(=O)N(c2ccccc2C)C(C(=O)NC2CCCC2)c2ccc(F)cc2)no1 (configuration not stated)	-2	-15	0.2%	0	-6%	-15%	-2%	4	9
O=c1[nH]c2ccc(Cl)cc2c(-c2ccccc2)c1N1CCN(c2ccccn2)CC1	3	-14	-1.7%	8	-3%	1%	-8%	2	1
Cc1cc([N+](=O)[O-])ccc1-c1ccc(C2Nc3ccccc3C(=O)N2O)o1 (configuration not stated)	.	24	1.5%	.	-4%	-4%	-3%	.	.
CCCCn1cnc2cc(NCc3cccc(OC)c3O)ccc21	10	-7	0.2%	-7	1%	0%	0%	-1	1
CCCCN(C(=O)/C=C/c1ccco1)c1c(N)n(CC(C)C)c(=O)[nH]c1=O	2	-6	0.3%	-3	-2%	1%	-13%	3	.
COc1ccc(OC)c(CNC(=O)c2ccc(Sc3ccc(C)cc3)c(N)c2)c1	-3	-9	-1.0%	0	-3%	3%	10%	0	-17
COC(=O)C1=C(c2ccccc2)c2ccccc2S(=O)(=O)N1CC(=O)Nc1ccccc1C(F)(F)F	12	.	2.5%	-18	-2%	2%	0%	0	-6
S=C(NNC(=S)Nc1ccc(Cl)cc1)NNc1ccccc1	.	4	.	.	3%	3%	0%	.	.
Cc1cc(=O)[nH]c(N/N=C/c2c(F)c(F)c(F)c(F)c2F)n1	3	-5	?	9	-3%	-7%	-6%	3	4
Cc1ccc(C(=O)Nc2nnc(S(=O)(=O)N3CCC(C)CC3)s2)cc1	6	-9	11%	22	3%	2%	2%	-7	-5
CCOc1ccc(OCCC(=O)N2CCN(S(=O)(=O)c3ccc(F)cc3)CC2)cc1	7	-17	2.7%	-14	-5%	1%	-6%	-3	12
CN1CCN(C(=O)/C(=C/c2cn(C)c3ccccc23)NC(=O)c2ccccc2)CC1	1	6	-2.0%	21	-3%	2%	0%	-6	-4

Remaining list, next part.
Compound	D1 ag	RXFP1 antagonist	RXFP1 ag	D1 antag	Glioma ERSR ind	Vif-APOBEC3G blk	Vif-APOBEC3F blk	D1 PAM	D2 PAM
COc1ccc(Cl)cc1S(=O)(=O)N1CCC(C(=O)NCc2ccccn2)CC1	2	7	0.8%	3	-2%	2%	-1%	1	-6
CCc1sc(N2C(=O)C3C4CCC(C4=C(C)C)C3C2=O)nc1-c1ccccc1 (configuration not stated)	1	-21	1.1%	.	-4%	1%	-9%	3	-6
CCOc1ccccc1CNC(=O)c1cc2c(=O)n(Cc3ccccc3)ccc2nc1C	2	.	-1.4%	-4	0%	-2%	4%	-5	-7
O=C(NC1CCCCC1)C1(c2ccccc2)CC1(Cl)Cl (configuration not stated)	1	-8	-0.2%	-26	-3%	-3%	-3%	-4	3
COc1ccc(Cn2c(N)c(C#N)c3nc4ccccc4nc32)cc1	13	-2	0.7%	0	-2%	-28%	?	-1	0
COc1ccc(NC(=O)CN2C(=O)NC3(CCCC3)C2=O)cc1Cl	4	-9	3.1%	-19	-3%	4%	0%	-2	4
CCCNC(=O)NCCC12CC3CC(CC(C3)C1)C2	9	-15	1.4%	23	4%	-2%	0%	-6	11
O=C(CC1C(=O)NCCN1Cc1ccccc1C(F)(F)F)NC1CCC1 (configuration not stated)	3	-19	-1.4%	4	-3%	-1%	-32%	-1	-2
Cc1cccc(NC(=O)CNC(=O)CN2C(=O)NC3(CCCc4ccccc43)C2=O)c1C (configuration not stated)	0	-10	-0.1%	-4	-3%	3%	5%	-7	7
Cc1cc(-c2ccc(C)c(S(=O)(=O)NCc3ccc(Br)cc3)c2)on1	3	-18	-0.8%	-7	-3%	-7%	1%	-3	19
Cc1ccc(Cl)cc1N1CCN(S(=O)(=O)c2c(C(=O)N3CCOCC3)c(C)n(C)c2C)CC1	4	31	0.6%	1	-4%	-6%	-1%	-5	15
COc1ccc(N(CC(=O)NCc2cccs2)S(=O)(=O)c2cccnc2)cc1	-1	15	0.2%	4	-2%	2%	-5%	-2	-23

Next records
Compound	D1 ag	RXFP1 antagonist	RXFP1 ag	D1 antag	Glioma ERSR ind	Vif-APOBEC3G blk	Vif-APOBEC3F blk	D1 PAM	D2 PAM
COc1cc(CN2CCCCC2C(=O)Nc2ccc(Oc3ccccc3)nc2)ccc1O (configuration not stated)	8	-14	0.0%	-17	6%	0%	-2%	-1	-7
CCOc1ccccc1Nc1nc2ccccc2nc1NS(=O)(=O)c1ccc(Cl)cc1	16	.	-0.8%	-4	-3%	0%	0%	-2	7
Cc1c(C(=O)NCc2ccccc2Cl)sc2nc3n(c(=O)c12)CCCCC3	3	-14	2.7%	-6	-1%	-1%	-1%	-4	7
O=C(CCl)NCc1cc(-c2ccc(Cl)cc2)no1	8	-12	-1.7%	-3	-16%	-23%	-4%	-1	-6
COc1ccc(Cl)cc1NC(=O)N1CCC2(CC1)Oc1ccccc1C(=O)N2Cc1ccc(F)cc1	-1	-24	-2.0%	-1	-2%	-2%	5%	-1	-3
Cc1cc(OCC(=O)NCCc2c[nH]c3ccccc23)c2c(C)cc(=O)oc2c1	-1	.	-2.6%	-2	-2%	2%	4%	1	-5
CC(C)C(NS(=O)(=O)c1ccc2c(c1)C(C)(C)C(=O)N2C)C(=O)NCc1ccc(F)cc1 (configuration not stated)	2	.	15%	-6	-1%	-1%	0%	4	1
Cc1ccc(/C(O)=C2/C(=O)C(=O)N(c3ccccn3)C2c2ccc([N+](=O)[O-])cc2)cc1 (configuration not stated)	1	4	1.7%	1	-4%	-2%	-3%	-2	4
CC(C)(C)C1CCC(C(=O)Nc2ccccc2)CC1 (configuration not stated)	2	-10	-0.2%	6	-2%	3%	-5%	-1	-3
CC(=O)c1cccc(NC(=O)NC(C)c2ccc3c(c2)OCO3)c1 (configuration not stated)	6	8	3.4%	13	-3%	-9%	0%	-2	-13
c1ccc(C[n+]2cccc(-c3ccccc3)c2)cc1	3	7	-0.7%	-4	-5%	3%	-1%	-4	9
Cc1cc(=O)[nH]c(SCC(=O)NCc2ccc3c(c2)OCO3)n1	2	32	2.3%	0	-5%	2%	2%	-4	-4

Next entries
Compound	D1 ag	RXFP1 antagonist	RXFP1 ag	D1 antag	Glioma ERSR ind	Vif-APOBEC3G blk	Vif-APOBEC3F blk	D1 PAM	D2 PAM
COc1ccc(-c2nn3c(=O)cc(CN4CCN(C(=O)/C=C/c5ccccc5)CC4)nc3s2)cc1	-1	.	5.8%	4	0%	0%	-1%	5	7
O=C(N/N=C/c1ccc(N2CCOCC2)cc1)c1ccccc1NS(=O)(=O)c1cccs1	2	-8	10%	-4	-1%	1%	7%	11	2
COc1ccc2c(c1)[N+](C)(C)C(C)(C)C=C2C	0	-2	1.0%	-7	-1%	-1%	-3%	-5	3
COc1cccc(C(=O)NNC(=O)Cc2ccc([N+](=O)[O-])cc2)c1	2	9	2.1%	12	-2%	2%	-13%	-1	2
CCOC(=O)c1cnn(CCOC(=O)c2ccccc2)c1NC(=O)c1ccccc1	4	.	1.3%	-10	-3%	3%	4%	6	3
Cc1ccc(NC(=O)CN2CCC(NC(=O)c3cccc(F)c3)CC2)cc1C	2	-5	1.6%	-3	-2%	5%	0%	-1	-3
CC(C)C(=O)NC(=S)Nc1nnn(C)n1	1	0	-0.4%	4	-3%	0%	-13%	-5	9
CCCNC(=O)C12CCC(C)(c3nc4cc(C)c(C)cc4nc31)C2(C)C (configuration not stated)	3	-40	0.3%	9	-4%	-2%	-10%	5	0
COc1ccccc1CNC(=O)c1oc2ccc(S(=O)(=O)N3CCCCC3)cc2c1C	-1	-9	-2.2%	10	-4%	5%	0%	0	4
CNC(=O)NCCN1CCCC1=O	3	-11	-0.1%	0	-4%	0%	4%	2	10
COc1ccc(Cl)cc1NC(=O)CCN1C(=O)c2ccccc2Sc2ncccc21	0	-2	2.9%	-5	-3%	-7%	10%	-2	-7
O=C(O)/C=C/c1ccc(-n2ccnc2)cc1	2	9	1.9%	-30	5%	-1%	5%	-3	2

Fetched by structure from the list above (2):
Compound	D1 ag	RXFP1 antagonist	RXFP1 ag	D1 antag	Glioma ERSR ind	Vif-APOBEC3G blk	Vif-APOBEC3F blk	D1 PAM	D2 PAM
Cc1ccc(NC(=O)CN2CCC(NC(=O)c3cccc(F)c3)CC2)cc1C	2	-5	1.6%	-3	-2%	5%	0%	-1	-3
COc1ccc(-c2nn3c(=O)cc(CN4CCN(C(=O)/C=C/c5ccccc5)CC4)nc3s2)cc1	-1	.	5.8%	4	0%	0%	-1%	5	7

Later entries.
Compound	D1 ag	RXFP1 antagonist	RXFP1 ag	D1 antag	Glioma ERSR ind	Vif-APOBEC3G blk	Vif-APOBEC3F blk	D1 PAM	D2 PAM
O=C(NCc1cccc(F)c1F)C1CCC(=O)N(C2CCCCCC2)C1 (configuration not stated)	1	-11	-0.5%	4	-1%	-1%	-2%	-6	1
O=C(Nc1cc(-c2ccccc2)cs1)c1ccco1	3	10	1.0%	0	?	-1%	-14%	-8	1
Cc1oc2ncn(C)c(=O)c2c1C(=O)N(Cc1ccccc1)C(C)C	2	.	3.7%	3	-2%	0%	-7%	-5	-8
COc1ccc(-n2ncc3c2CC(C)(C)CC3NC(=O)C2CCN(C(C)=O)CC2)cc1 (configuration not stated)	4	4	3.0%	1	9%	7%	2%	5	5
CCC(C(=O)NC(C)(C)C)N(Cc1ccco1)C(=O)Cn1nnc(-c2ccc(F)cc2)n1 (configuration not stated)	2	-5	0.6%	5	-3%	3%	6%	-2	6
Cc1cc(C)c(NC(=O)CSc2nnc(CN3CCOCC3)n2C)c(C)c1	10	-10	-0.9%	-4	-4%	8%	24%	-4	10
